Screens deposited in PubChem BioAssay by National Center for Advancing Translational Sciences (NCATS).
NTMT1 inh: Primary qHTS for Inhibitors of N-terminal methyltransferase 1 (NTMT1): MTaseGlo Assay; N-terminal Xaa-Pro-Lys N-methyltransferase 1 (Homo sapiens), Q9BV86; NTMT1 MTase-Glo SAH luminescence, purified enzyme; Potency, µM (doses to about 114 µM), for inactives: at the top dose activity change, negative = inhibition, usual class: inhibitors; actives 2.5% (n = 59,000); AID 1645870, 2021;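 also: plate controls were DMSO vehicle for no effect and no enzyme for full effect; nearly all actives have a fitted effect of over 65% in size; many of its hits are not listed in these tables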
Target sequence (Q9BV86 whole entry, looked up): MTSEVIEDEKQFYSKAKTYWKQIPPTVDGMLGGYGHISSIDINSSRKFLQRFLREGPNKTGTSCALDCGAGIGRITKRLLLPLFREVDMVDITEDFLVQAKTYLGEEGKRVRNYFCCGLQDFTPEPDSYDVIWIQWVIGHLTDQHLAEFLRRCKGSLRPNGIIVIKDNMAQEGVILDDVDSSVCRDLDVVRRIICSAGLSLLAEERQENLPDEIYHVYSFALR
FH mod: Identification of activators of human fumarate hydratase by quantitative high-throughput screening; Fumarate hydratase, mitochondrial (Homo sapiens), P07954; FH coupled MDH/diaphorase resazurin fluorescence, 15 min; Potency, µM (titrated, usually from 79.9 µM), for the others: top-dose activity change, negative = inhibition, hits mostly inhibitors; actives 0.22% (n = 54,000); AID 1347055, 2019; also: the screen sought activators but most active calls are inhibition curves; nearly all actives have a fitted effect of over 45% in size
Target sequence (P07954 whole entry, looked up): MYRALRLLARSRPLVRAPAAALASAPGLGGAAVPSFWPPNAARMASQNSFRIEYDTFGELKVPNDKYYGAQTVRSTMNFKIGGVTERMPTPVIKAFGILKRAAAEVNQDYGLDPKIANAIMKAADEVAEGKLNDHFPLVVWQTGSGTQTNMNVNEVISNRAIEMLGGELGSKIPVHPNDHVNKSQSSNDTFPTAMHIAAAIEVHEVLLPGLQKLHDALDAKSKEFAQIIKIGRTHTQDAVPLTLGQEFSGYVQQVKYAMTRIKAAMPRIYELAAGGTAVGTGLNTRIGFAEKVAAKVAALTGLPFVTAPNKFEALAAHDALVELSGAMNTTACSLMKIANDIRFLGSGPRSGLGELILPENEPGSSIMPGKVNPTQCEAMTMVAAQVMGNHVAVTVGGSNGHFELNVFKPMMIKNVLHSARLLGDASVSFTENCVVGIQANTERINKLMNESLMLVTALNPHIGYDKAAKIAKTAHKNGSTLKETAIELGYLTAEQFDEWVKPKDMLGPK
An asterisk follows results filed as active; ? = inconclusive; / = not tested or not shown; & = joins results of further samples; [ ] = dose if it differs, or a comment. Calls follow the shape of the dose curve; as a rule, active = well fitted curve in the direction sought with a large enough effect; inconclusive = small, poorly fitted or top-dose-only effect, or another doubt; inactive = no such curve, though single readings can be large; an effect the other way counts as inactive or inconclusive. Unless noted, % is scaled to controls: 0 for no effect and ±100 for the full control effect; potency is read from the fitted curve at half-maximal effect.

SMILES | NTMT1 inh | FH mod
O=C(CCCCCN1CCN(c2ccccc2-c2ccccc2)CC1)NC1CCCc2ccccc21 (stereo not given) | / | ?
O=C1c2ccccc2C(=O)c2c(NCCc3ccc(O)cc3)ccc(NCCc3ccc(O)cc3)c21 | / | ?
NCC(O)(CS(=O)(=O)O)c1ccc(Cl)cc1 (stereo not given) | / | 3%[53.3 µM]
O=c1cc(-c2ccccc2)[nH]c2nc(Cl)ccc12 | / | -9%[53.3 µM]
Cc1nc2c(OCc3ccccc3)cccn2c1CC#N | / | -22%[53.3 µM]
COc1ccc(C(=O)NCc2cccnc2)cc1C(=O)NCc1cccnc1 | / | 3%[53.3 µM]
CC#CCOC(=O)c1c(C)nc2sc3c(c2c1N)CCC(O)C3 (stereo not given) | / | -10%[53.3 µM]
NC[C@H]1O[C@@H](n2cnc3c(N)ncnc32)[C@H](O)[C@@H]1O | / | -22%[53.3 µM]
CC(/C=C/c1cccc(Oc2ccc(F)cc2)c1)N(O)C(N)=O (stereo not given) | / | ?
O=C(Nc1ccncc1)c1cc([N+](=O)[O-])ccc1Cl | / | -9%[53.3 µM]
O=Nc1c(-c2c(O)[nH]c3ccccc23)[nH]c2ccccc12 | / | -16%[53.3 µM]
CC(C)Cn1c(=O)n(C)c(=O)c2[nH]cnc21 | / | -7%[53.3 µM]
CNC(=O)[C@H]1O[C@@H](n2cnc3c(NCc4cccc(I)c4)ncnc32)[C@H](O)C1O (stereo not given in full) | / | -7%[53.3 µM]
C=CCN1CCc2c(cc(O)c(O)c2Br)[C@@H](c2ccccc2)C1 | / | ?
COc1cc(O)c(C(CC(=O)N2CCCC(CN3CCCCC3)C2)c2ccc3c(c2)OCO3)c(OC)c1 (stereo not given) | -9%[228 µM] | /
CC(C)(C)Nc1nc(C#N)nc(Nc2ccccc2)n1 | -9%[57.5 µM] | /
COc1ccc(Cl)cc1S(=O)(=O)N1CCN(S(=O)(=O)c2ccc3c(c2)OCCO3)CC1 | 19% | /
Cc1cc2c(s1)c1cnn(Cc3ccc(F)c(Cl)c3)c(=O)c1n2C | -2%[57.5 µM] | /
O=C(/C=C/c1cccnc1)NCCCCC1CCN(C(=O)c2ccccc2)CC1 | 15% | /
O=c1ncccn1[C@@H]1O[C@H](CO)[C@@H](O)[C@H]1O | 10% | /
CCCn1c(-c2ccc(F)cc2)nc2c(NCCN3CCSCC3)nc(C)nc21 | 8% | /
Cc1ccc(CNc2ncnc3cc(-c4ccc5c(c4)OCO5)ccc23)o1 | ? | /
N#Cc1nc(-c2cccc3ccccc23)oc1NCC#CCOC(=O)c1cccs1 | -1% | /
O=C1CCCC2=C1C(c1[nH]ncc1Cl)N=C(Nc1cccnc1)N2 (stereo not given) | 17% | /
Cc1cccc(C)c1-n1c(SCC(=O)Nc2ccc(F)cc2)nnc1-c1cccc([S+](=O)([O-])N2CCCC2)c1 | 12% | /
N#Cc1cccc(-c2csc(N3CCC(C(N)=O)CC3)n2)c1 | -5%[57.5 µM] | /
Cc1ccc2nc3sc(C(=O)Nc4ccncc4)cc3cc2c1 | -25% | /
CNc1nc(-c2ccc3c(N)n[nH]c3c2)cc(N2C[C@@H](C(=O)NC3CCCCC3)CC[C@H]2C)n1 | 2% | /
Cc1ccc([S+](=O)([O-])n2cc(-c3ccc(-c4ccccc4)cc3)c3ccccc32)cc1 | 9% | /
COC(=O)c1ccc(Nc2nc(-c3ccncc3)nc3ccccc23)cc1OC | -11%[57.5 µM] | /
COc1ccc(-c2c(NC(C)=O)sc3c2CCNC3)cc1 | 8%[57.5 µM] | /
O=C(OCC#CCNc1nnc(-c2cccc3ccccc23)o1)c1cccs1 | 11% | /
O=S(=O)(c1ccc2c(c1)OCCO2)N1CCN(S(=O)(=O)c2ccc(Br)cc2F)CC1 | 2% | /
O=C(Nc1nnc(-c2ccco2)o1)c1ccncc1 | 10% | /
N=c1c2c(ncn1CCN1CCOCC1)Oc1ccc3ccccc3c1C2c1ccccc1 (stereo not given) | -5% | /
O=C(NNC(=O)c1nc2ccccc2[nH]1)OCc1ccccc1 | 14% | /
CC(=O)c1ccc(N2CCN(S(=O)(=O)c3ccc4c(c3)CC(C)N4C(C)=O)CC2)cc1 (stereo not given) | -9% | /
O=S(=O)(c1ccc2c(c1)OCCO2)N1CCCN(S(=O)(=O)c2c(F)cccc2F)CC1 | ? | /
CCC1CCC2(C1)N=C(Nc1nc3ccccc3o1)NC1=C2C(=O)CCC1 (stereo not given) | -2%&-2%&3%&-2%&-5% | /
Cc1cc2c(s1)c1cnn(Cc3c(F)cccc3Cl)c(=O)c1n2C | 13% | /
Cc1ccc(S(=O)(=O)Nc2ccccc2C(=O)Nc2ccc(-c3ccccc3)nn2)cc1 | 15% | /
Cc1ccc(C)n1-c1cccc(C(=O)O)c1 | 2.2µM* | /
Cc1cccc(C(=O)NCC(=O)OC(C(=O)Nc2cc(C(F)(F)F)ccc2Cl)c2ccccc2)c1 (stereo not given) | -1% | /
Cc1ccc(OCCn2c(CCNC(=O)c3ccc([N+](=O)[O-])cc3)nc3ccccc32)cc1 | -15%[57.5 µM] | /
Cc1noc(C)c1C(=O)N1CCC2(CCCN(C(c3ccccc3)c3ccccc3)C2)CC1 | -3% | /
O=S(=O)(NCc1ccccc1F)c1ccc(O)c2ncccc12 | 2% | /
c1coc(CNc2nc(-c3cccs3)nc3ccccc23)c1 | -11%[57.5 µM] | /
CC(C)(C)c1ccc(NC(=O)c2cccs2)cn1 | -1% | /
Nc1nc(NCc2ccc(-c3cccnc3)cc2)c2ccccc2n1 | -3%[57.5 µM] | /
Oc1cccc2cc(Nc3ccccc3)cnc12 | -12% | /
O=[S+]([O-])(Nc1ccccc1)c1ccc(NCc2cccc(Cl)c2F)cc1 | 7% | /
Cc1ccc(NC(=O)CN2C(=O)N/C(=C\c3cccn3-c3cccc(-c4nn[nH]n4)c3)C2=O)cc1 | -1% | /
[O-][n+]1onc(-c2ccccc2)c1CO | -13% | /
CCOc1ccc(C(C)CNC(=O)c2cc3sccc3n2Cc2ccccc2)cc1OCC (stereo not given) | 7% | /
COc1ccc(S(=O)(=O)Nc2ccc(C)c(C)c2)cc1 | 13% | /
CC(=O)N1CCN(c2ccc(NCc3ccc(-c4cccc(Cl)c4)o3)cc2)CC1 | -16% | /
O=C(O)c1ccc(O)c2ncc(N3CC(N4CCOCC4)C3)cc12 | 5%[57.5 µM] | /
COc1ccc(C2c3c(nc(Cc4ccccc4)[nH]c3=O)Oc3ccc4ccccc4c32)cc1OC (stereo not given) | 11% | /
Cc1noc(C)c1-c1cccc(-c2nn3c(=O)cc(N4CCNCC4)nc3s2)c1 | ? | /
Cc1ccc(OCCn2c(CCNC(=O)c3cccc(C(F)(F)F)c3)nc3ccccc32)cc1 | 4%[57.5 µM] | /
Other entries follow.
SMILES | NTMT1 inh | FH mod
Cc1ccc(-c2ccnc(N3CCC(C(N)=O)CC3)n2)cc1 | 53%[activator] | /
Cc1ccc(S(=O)(=O)Nc2ccc(C)cc2C(=O)Nc2nc(-c3ccccc3)cs2)cc1 | -6% | /
O=S(=O)(Nc1ccccc1)c1ccc(NCc2ccc(Br)cc2O)cc1 | 2% | /
O=C(CN1C(=O)N/C(=C\c2cccn2-c2cccc(C(=O)O)c2)C1=O)Nc1ccc(Cl)cc1 | ? | /
O=C(NCc1nnc(C(=O)Nc2ccc(C(F)(F)F)cc2Cl)o1)c1ccccc1 | 2% | /
CN1CCN(c2nnc(NC(=O)Nc3ccc(Cl)c(Cl)c3)s2)CC1 | 14% | /
Cc1ccccc1C[C@H](C(=O)O)N1C(=O)c2ccc(C(=O)O)cc2C1=O | 6% | /
S=C(NCCCc1cnc[nH]1)NCCCN(Cc1ccc(Cl)c(Cl)c1)c1ccc(Br)cn1 | ? | /
Cc1nc(CNc2ncnc3ccc(-c4ccoc4)cc23)cs1 | ? | /
O=C(Nc1ccc(F)c(C(F)(F)F)c1)Nc1nnc(C2CCCCC2)s1 | 8% | /
Cc1ccc(OCCn2c(CCNC(=O)c3ccccc3)nc3ccccc32)cc1 | 13% | /
O=S(=O)(NC1CCN(S(=O)(=O)c2c(F)cccc2F)C1)c1ccc2c(c1)OCCO2 (stereo not given) | 11%[57.5 µM] | /
O=C(Nc1ccc2sccc2c1)Nc1nnc(-c2ccncc2)s1 | ? | /
Cc1cc2c(s1)c1cnn(Cc3ccc(Br)cc3)c(=O)c1n2C | ? | /
c1nc(NCC2CCCO2)c2ccc(-c3ccc4c(c3)OCO4)cc2n1 (stereo not given) | -19%[57.5 µM] | /
Cc1ccc2oc(NC3=NC(c4[nH]ncc4Cl)C4=C(CCCC4=O)N3)nc2c1 (stereo not given) | -3% | /
O=C(Cc1ccccc1)Nc1sc2c(c1C(=O)Nc1cccc(Cl)c1)CCCC2 | 17% | /
COc1cc(F)c(S(=O)(=O)N2CCCN(S(=O)(=O)c3cccc(N)c3)CC2)c(F)c1 | -1% | /
C[S+](=O)([O-])c1ccc(-c2ccc(=O)n(CC(=O)NCCc3ccccc3)n2)cc1 | 16% | /
O=C1c2ccccc2C(=O)N1c1cnc2ccccc2c1 | 9% | /

Filtered by structure: the entries above with a nitro group on carbon (2)
SMILES | NTMT1 inh | FH mod
O=C(Nc1ccncc1)c1cc([N+](=O)[O-])ccc1Cl | / | -9%[53.3 µM]
Cc1ccc(OCCn2c(CCNC(=O)c3ccc([N+](=O)[O-])cc3)nc3ccccc32)cc1 | -15%[57.5 µM] | /

Additional compounds.
SMILES | NTMT1 inh | FH mod
Cc1ccccc1C(=O)N1CCc2cc(-c3nc(NC(=O)CC4CCCCC4)sc3C)ccc21 | 7%[57.5 µM] | /
CCOC(=O)C1CCN(C(=O)C2(NC(=O)Nc3ccccc3Cl)CCC2)CC1 | 12% | /
Cc1cnc(-c2ccccc2C(C)C)nc1NCc1ccc(C(N)=O)cc1 | 10% | /
Cc1cc2c(s1)c1cnn(Cc3c(F)cccc3F)c(=O)c1n2C | -9% | /
COc1cccc(C2c3c(ncn(-c4ccccc4SC)c3=N)Oc3ccc4ccccc4c32)c1 (stereo not given) | 4%[57.5 µM] | /
CCN(Cc1sccc1C)c1ncnc2ccc(-c3ccc4c(c3)OCO4)cc12 | ? | /
CCOc1ccc(COc2ccc(-c3nc4ccccc4[nH]3)cc2)cc1 | -10%[57.5 µM] | /
CC1=C(C(=O)Nc2ccc(C)cc2)C(c2ccccc2Br)N=C(Nc2nc3ccccc3o2)N1 (stereo not given) | 19% | /
COc1ccc(C2N(Cc3ccccc3)C(=O)c3ccccc3N2C)cc1COc1ccc(NC(C)=O)cc1 (stereo not given) | 1% | /
O=S(=O)(NN1CCOCC1)c1ccc(Br)cc1 | 10% | /
O=C(Cn1cc(CNCc2ccccc2)nn1)Nc1cc(C(F)(F)F)ccc1Cl | 7%[57.5 µM] | /
CC(C)(C)OC(=O)N1CCN(c2cnc(NCc3ccc(-c4ccc(C#N)cc4)o3)cn2)CC1 | -3% | /
Cc1cc(NS(=O)(=O)c2ccc(NC(=O)CCc3ccc(Cl)c(Cl)c3)cc2)no1 | 11% | /
COc1cc(O)c(C(CC(=O)N2CCCC(c3ccccc3)C2)c2ccc3c(c2)OCO3)c(OC)c1 (stereo not given) | 4%[228 µM] | /
COc1ccc(NC(=O)c2[nH]c(C)c(C(C)=O)c2C)cc1[S+](=O)([O-])Nc1ccccc1C#N | -21% | /
O=S(=O)(Nc1nccs1)c1ccc(NCc2ccccc2)cc1 | 9% | /
CC(=O)c1ccc(N2CCN(C(=O)c3ccc4c(c3)CC(=O)N4)CC2)cc1 | -3% | /

Structural class, those above with an aryl methoxy group.
SMILES | NTMT1 inh | FH mod
COc1ccc(C(=O)NCc2cccnc2)cc1C(=O)NCc1cccnc1 | / | 3%[53.3 µM]
COc1cc(O)c(C(CC(=O)N2CCCC(CN3CCCCC3)C2)c2ccc3c(c2)OCO3)c(OC)c1 (stereo not given) | -9%[228 µM] | /
COc1ccc(Cl)cc1S(=O)(=O)N1CCN(S(=O)(=O)c2ccc3c(c2)OCCO3)CC1 | 19% | /
COC(=O)c1ccc(Nc2nc(-c3ccncc3)nc3ccccc23)cc1OC | -11%[57.5 µM] | /
COc1ccc(-c2c(NC(C)=O)sc3c2CCNC3)cc1 | 8%[57.5 µM] | /
COc1ccc(S(=O)(=O)Nc2ccc(C)c(C)c2)cc1 | 13% | /
COc1ccc(C2c3c(nc(Cc4ccccc4)[nH]c3=O)Oc3ccc4ccccc4c32)cc1OC (stereo not given) | 11% | /
COc1cc(F)c(S(=O)(=O)N2CCCN(S(=O)(=O)c3cccc(N)c3)CC2)c(F)c1 | -1% | /
COc1cccc(C2c3c(ncn(-c4ccccc4SC)c3=N)Oc3ccc4ccccc4c32)c1 (stereo not given) | 4%[57.5 µM] | /
COc1ccc(C2N(Cc3ccccc3)C(=O)c3ccccc3N2C)cc1COc1ccc(NC(C)=O)cc1 (stereo not given) | 1% | /
COc1cc(O)c(C(CC(=O)N2CCCC(c3ccccc3)C2)c2ccc3c(c2)OCO3)c(OC)c1 (stereo not given) | 4%[228 µM] | /
COc1ccc(NC(=O)c2[nH]c(C)c(C(C)=O)c2C)cc1[S+](=O)([O-])Nc1ccccc1C#N | -21% | /

A portion of the library; count on the stated rates, not on these rows.
